MRP-1 activ – activates MRP-1; H69AR cells + doxorubicin, viability rescue, CellTiter-Glo; 140,000 tested, 0.61% active; viability increase, % at 10 µM;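 active = viability gain under doxorubicin at or above a set limit, the compound median plus 3 SD, cut at about 4.7% in these data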;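 note: MRP-1 overexpressing cells given doxorubicin 25 µM after compound pretreatment; 18-22 h compound pretreatment then 72 h with doxorubicin before readout; 0% = doxorubicin-only wells and 100% = vehicle-treated cells without doxorubicin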
NPY Y2 blocker – antagonists of human neuropeptide Y receptor Y2 | 140,000 tested, 0.99% active | inhibition, % at 2.7 µM | P49146 | NPY-Y2 expressing cells, antagonist mode | AID 793; in the data active = inhibition above about 17%;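 note: 0% = vehicle with agonist challenge and 100% = reference antagonist with challenge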
Target sequence (P49146 whole entry, looked up): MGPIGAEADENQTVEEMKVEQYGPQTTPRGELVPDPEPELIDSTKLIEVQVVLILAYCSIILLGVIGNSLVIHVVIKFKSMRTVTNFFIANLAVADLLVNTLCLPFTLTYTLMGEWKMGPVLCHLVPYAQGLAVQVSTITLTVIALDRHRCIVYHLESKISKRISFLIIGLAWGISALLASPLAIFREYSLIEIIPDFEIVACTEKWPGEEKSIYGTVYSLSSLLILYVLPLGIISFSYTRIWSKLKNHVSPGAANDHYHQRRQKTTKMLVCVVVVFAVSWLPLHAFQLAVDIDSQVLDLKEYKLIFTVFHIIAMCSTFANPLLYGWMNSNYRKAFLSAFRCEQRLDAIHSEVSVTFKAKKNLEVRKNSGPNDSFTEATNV
E-sel TNF inh – TNF alpha driven E-selectin expression inhibition. HUVEC TNFa-induced E-selectin immunofluorescence, high content. inhibition, % at 2 µM. 120,000 tested, 0.71% active. AID 1246;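 active = inhibition above the batch mean plus 3 SD, and confirmed as a hit on visual image review, cut at about 43% in these data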;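 note: 0% = TNF-stimulated DMSO wells and 100% = unstimulated control wells; not every result past the cut was called active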
Measles CPE – protection of cells from measles virus; Measles virus-infected cells, CPE protection, absorbance; protection (pct of control), % at 4 µM; 140,000 tested, 1.5% active; in the data active = protection mostly above about 24%, no sharp cut-off; inactive = mostly below about 26%; note: some compounds called inactive have numbers as strong as hits
Yeast growth inh – chemicals that inhibit yeast BB579 growth in restrictive medium (lifespan-shortening candidates) | S. cerevisiae BB579 growth, OD615, 48 h | inhibition, % at 10 µM | 140,000 tested, 0.51% active | AID 804;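 active = inhibition above a set limit, 3 SD over the mean compound inhibition, cut at about 44% in these data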; note: inactives centre near -24
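Assay system: S. cerevisiae DeaD strain BB579 yeast. Medium: CSMM-D restrictive synthetic medium containing dextrose (glucose). Times: 4 h cell preincubation, 48 h compound exposure, 30 °C humidified. Signal: OD615 turbidity measurement. Benchmarks: positive control amphotericin B 10 µg/mL.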
Phagocytosis inh – blocks phagocytosis by macrophages; J774A.1 macrophage IgG-bead phagocytosis, imaging; inhibition, % at 5 µM; 110,000 tested, 0.07% active;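 active = inhibition above the mean of the plate negative controls plus 5 SD, cut at about 13% in these data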;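 note: phagocytic index as fraction of beads internalized from green versus red external bead signal; plate controls were DMSO negative control for no effect and cytochalasin-D positive control for full effect; some results beyond the cut were filed as inactive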
Yeast lifespan up – yeast lifespan extension; S. cerevisiae growth with nicotinamide, OD615; deaD strain in restrictive glucose medium; inhibition of the nicotinamide effect, % at 10 µM; 130,000 tested, 0.68% active;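 active = inhibition above a set limit, placed 3 SD over the median of all compounds, cut at about 26% in these data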;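 note: 0% = nicotinamide-treated wells and 100% = cells grown without nicotinamide; some compounds called inactive have numbers as strong as hits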
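Assay system: engineered S. cerevisiae DeaD replicative-lifespan strain, galactose-grown log-phase cells; medium: restrictive CSMM-D dextrose medium; also added: nicotinamide, 1.5 mM, co-present with compound; schedule: 48 h compound exposure at 30 °C, humidified; detection: absorbance at 615 nm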
HCT116 PTEN-null – growth suppressors of cells with PTEN tumor suppressor deletion; 140,000 tested, 1.2% active; viability, % at 10 µM; HCT116 PTEN-null viability, CellTiter-Glo, 60 h; hits give low values;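 active = viability at or below a set limit, 4 SD under the median of all tested compounds, cut at about 3.7% in these data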;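 note: PTEN knockout HCT116 line with beta catenin targeted HCT116 as companion control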
HCT116 bCat-KO – beta-catenin-lacking colon tumor cell growth suppression | 140,000 tested, 1.5% active | HCT116 beta-catenin knockout viability, CellTiter-Glo, 60 h; hits give low values | viability, % at 10 µM | AID 818;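 active = viability at or under a set limit, the compound median less 4 SD, cut at about 6% in these data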;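 note: 0% = Hyamine 1622 control at 20 µM and 100% = untreated cell control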
GALR2 antag – antagonists of human galanin receptor 2 (GALR2) | 140,000 tested, 0.39% active | O43603 | GALR2-expressing cells, antagonist mode | inhibition, % at 4 µM; in the data active = inhibition above about 27%;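 note: cells stimulated with galanin 1-16 at roughly its EC80; 0% = agonist challenge control and 100% = basal control without agonist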
Target sequence (O43603 whole entry, looked up): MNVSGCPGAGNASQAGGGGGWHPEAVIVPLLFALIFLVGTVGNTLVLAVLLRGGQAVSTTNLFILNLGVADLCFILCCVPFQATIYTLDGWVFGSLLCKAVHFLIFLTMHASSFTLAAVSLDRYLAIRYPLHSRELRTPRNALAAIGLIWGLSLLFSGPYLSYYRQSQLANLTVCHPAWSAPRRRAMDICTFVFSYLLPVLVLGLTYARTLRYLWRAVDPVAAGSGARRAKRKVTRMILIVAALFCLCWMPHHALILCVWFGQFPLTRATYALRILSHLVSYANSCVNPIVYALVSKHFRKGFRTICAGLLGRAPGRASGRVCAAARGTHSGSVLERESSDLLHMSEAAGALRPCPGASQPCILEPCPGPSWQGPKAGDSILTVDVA
* = called active by the depositor; . = no result given.

Second line of a record: MRP-1 activ, NPY Y2 blocker, E-sel TNF inh, Measles CPE, Yeast growth inh, Phagocytosis inh, Yeast lifespan up, HCT116 PTEN-null, HCT116 bCat-KO, GALR2 antag
Cc1cnc(N)c2c(=O)oc3ccccc3c12
 : -3.0, 4, ., 10, 38, 0, -17, 96, 92, -12
O=C(NCCCc1ccccc1)c1cnc2n(c1=O)CCS2
 : -0.4, 0, -2, 5, -20, 0, -23, 90, 94, 19
CC(C)OC(=O)CCCCCN1C(=O)CSC1=S
 : -6.6, -3, -6, 29, -14, -1, 7, 28, 10, -6
COc1ccc(CC(NC(C)=O)C(=O)NC2CCN(C(=O)c3cnccn3)CC2)cc1 (centres undefined)
 : -2.1, 1, -18, 14, -19, ., -4, 97, 92, 5
N#CC(c1cccc(Cl)c1)c1ccc2c(C(F)(F)F)cc(C(F)(F)F)nc2n1 (centres undefined)
 : -2.3, 9, -3, 2, 63*, -2, -11, 1.0*, 0.8*, 15
CN(C)C(=O)N1CCCC(C(=O)NCc2cccs2)C1 (centres undefined)
 : 0.1, 1, -27, 1, -41, -1, -9, 106, 97, 10
CCC(=O)Nc1cc(-c2nn(C)c(=O)c3ccccc23)ccc1OC
 : -2.9, 0, -30, 5, -4, -2, -16, 101, 95, 7
Nc1nnc(Cc2c[nH]c3ccccc23)s1
 : -1.4, 2, -56, 25, -81, 0, -11, 102, 86, 3
Cc1cccc(N2CCN(c3nc4ccccc4n4cnnc34)CC2)c1C
 : -1.8, 0, ., 17, -5, 0, -15, 8, 19, 5
N/C(=N\OC(=O)/C=C/c1ccccc1)c1ccccc1
 : -4.2, 9, -9, 15, -34, 1, -9, 99, 93, -1

The listing continues.
Second line of a record: MRP-1 activ, NPY Y2 blocker, E-sel TNF inh, Measles CPE, Yeast growth inh, Phagocytosis inh, Yeast lifespan up, HCT116 PTEN-null, HCT116 bCat-KO, GALR2 antag
Cc1ccccc1-n1c(SCC(=O)N2CCCC2)nnc1-c1ccccn1
 : -1.3, 0, -18, 3, -17, 0, -10, 96, 87, 10
CC(/C=C/c1ccccc1)=N\Nc1nc(C)cc(C)n1
 : -0.5, 1, 2, 13, -25, 0, -7, 60, 70, 11
CCCCSc1nc(C)nc2c1c(=O)n(C)c(=O)n2C
 : -1.4, 0, ., 6, 10, 2, 0, 91, 98, -2
C/C(=C\C(=O)c1ccc(Br)cc1)NCc1ccc2c(c1)OCO2
 : -0.4, 13, -9, 12, -3, -3, -23, 91, 101, 7
COc1ccc(N2CCN(C(=O)CSc3nnc(COc4cccc5cccnc45)o3)CC2)cc1
 : 0.7, 2, ., 3, -53, 1, -12, 93, 91, -22
O=C(Nc1ccccc1)c1ccc(Nc2c([N+](=O)[O-])cc([N+](=O)[O-])c3ccccc23)cc1
 : -2.6, -4, ., 6, -19, -3, 3, 46, 45, 12
COc1cccc(NC(=O)C2C3CCC4C(CCC32)C4(Cl)Cl)c1 (centres undefined)
 : 1.5, 11, ., 5, -44, -4, 1, 72, 59, 20
CS/C(=C\[N+](=O)[O-])Nc1ccc(Cl)cc1
 : -4.7, 9, -3, 5, -36, 0, -3, 85, 81, 6
CCn1c(CNC(=O)c2ccc(OC)c(OC)c2)nnc1SCC(=O)Nc1ccc(OC)cc1
 : -1.4, 3, 14, 8, 1, 0, 0, 100, 104, -3
CCOC(=O)C(C)Sc1ncc(-c2ccc(Cl)cc2)cn1 (centres undefined)
 : -0.1, 7, -64, 16, -14, 0, -11, 100, 95, 7

(list continues)
Second line of a record: MRP-1 activ, NPY Y2 blocker, E-sel TNF inh, Measles CPE, Yeast growth inh, Phagocytosis inh, Yeast lifespan up, HCT116 PTEN-null, HCT116 bCat-KO, GALR2 antag
CCOc1ccccc1NC(=O)Cn1nnc(-c2ccc(OCC)c(OCC)c2)n1
 : -2.1, 2, 59, 10, -61, -3, -7, 2.8*, 2.0*, -14
Cc1nc2cc(NC(=O)N(C)c3ccc4ccccc4c3)ccc2o1
 : -1.4, 0, 10, 2, -33, -2, -21, 93, 88, -35
COc1cccc(C(=O)Nc2cc(C(F)(F)F)ccc2Cl)c1
 : -1.2, 14, -55, 20, -53, ., -12, 82, 71, 5
CCCCCCn1c(CN2CCCCC2CC)nc2c1c(=O)n(C)c(=O)n2C (centres undefined)
 : -1.8, 0, 14, 11, -27, -1, 0, 62, 65, -6
Cc1ccccc1-c1nc(CN2CCC(C(=O)NCc3cccs3)CC2)c(C)o1
 : -3.9, 7, ., 11, -28, -1, -3, 86, 83, -2
COc1ccc(N(CC(=O)NC2CCCCCCC2)S(=O)(=O)c2c(C)nn(C)c2C)cc1
 : -2.0, 2, ., 8, 15, 0, -10, 81, 73, -2
O=C(Nc1nc2ccccc2n1Cc1ccccc1)c1ccco1
 : -3.1, 8, -20, 2, 15, -4, -6, 25, 33, -1
CC(C)CC(CO)N1CCN(C(=O)c2cccc(C(F)(F)F)c2)CCC1=O (centres undefined)
 : -0.4, 0, -21, 10, -34, ., 0, 103, 102, 0
COc1ccc(C(=O)n2cc(C(=O)c3cc(C)ccc3O)cn2)cc1
 : 0.2, 2, ., 5, -39, 3, 7, 101, 107, 9
CCOC(=O)c1c(NC(=O)CC2SC(=NC)N(C)C2=O)sc(C)c1C (centres undefined)
 : -5.0, -1, 9, 1, 1, -1, -11, 83, 64, -2

Continuation.
Second line of a record: MRP-1 activ, NPY Y2 blocker, E-sel TNF inh, Measles CPE, Yeast growth inh, Phagocytosis inh, Yeast lifespan up, HCT116 PTEN-null, HCT116 bCat-KO, GALR2 antag
O=C(COc1ccc(S(=O)(=O)N2CCOCC2)cc1)NC1CCCC1
 : -0.8, -3, 5, 15, -37, ., 18, 100, 96, -4
O=C(CSC1=NC2(CCCCCC2)N=C1c1ccccc1)Nc1ccc2c(c1)OCCO2
 : -4.1, 3, 6, 3, 1, ., -3, 59, 83, -15
Cc1cc(C)n(Cc2ccccc2)c(=O)c1S(=O)(=O)c1ccccc1
 : -1.1, 5, 17, 23, -12, ., -5, 92, 98, 3
CCOc1ccc(Cl)cc1CN1CCOCC1
 : -0.7, 4, 15, 5, -31, -1, 4, 95, 109, -9
COc1ccc(NS(=O)(=O)c2ccc3oc(SCc4ccc(F)cc4)nc3c2)cc1
 : -0.4, 5, ., 3, -26, -7, 11, 36, 36, 9
COC(=O)c1[nH]c2cc(OC)c(OC)cc2c1NC(=O)c1cccc(OC)c1
 : -1.4, 0, 6, 8, -67, 0, -5, 78, 90, 12
COc1ccc(Cc2nn3c(-c4cc(OC)c(OC)c(OC)c4)nnc3s2)cc1
 : -2.0, 5, 18, 7, -27, -1, -3, 88, 97, -10
CC(=O)NS(=O)(=O)c1ccc(NC(=O)c2cc(-c3ccc(C)c(C)c3)nc3ccccc23)cc1
 : -1.2, 1, 0, 2, -36, ., -14, 93, 82, 14
CCOC(=O)C1C(=O)C=C(c2cccs2)CC1c1ccccc1C (centres undefined)
 : -2.1, 4, -65, 23, -20, -9, 5, 68, 76, 1
CCOC(=O)c1c(NC(=O)C2COc3ccccc3O2)sc(C)c1C (centres undefined)
 : -0.1, 7, 20, 9, -35, ., ., 84, 83, -10

The list goes on.
Second line of a record: MRP-1 activ, NPY Y2 blocker, E-sel TNF inh, Measles CPE, Yeast growth inh, Phagocytosis inh, Yeast lifespan up, HCT116 PTEN-null, HCT116 bCat-KO, GALR2 antag
O=[N+]([O-])c1ccccc1/C=N/N1CCN(c2ccncc2S(=O)(=O)N2CCCCC2)CC1
 : -2.0, 4, 12, 12, -12, 1, -7, 68, 59, -19
CC(=O)NCc1ccc(C(=O)CSc2nnc(-c3ccncc3)n2Cc2ccccc2)o1
 : -1.2, 2, -11, 9, -16, ., -8, 96, 91, -2
COc1ccc(C(=O)Cn2nnc(-c3ccccc3NC(=O)c3ccco3)n2)cc1
 : -1.0, -1, ., 6, -54, -2, -16, 94, 77, 1
N#Cc1cc(C(=O)c2cc(Cl)ccc2O)cn(-c2ccccc2)c1=O
 : -1.4, 1, ., 10, -23, ., 5, 82, 83, 9
CC1CC(C)CN(c2oc(-c3ccccc3Cl)nc2C#N)C1 (centres undefined)
 : -0.1, 6, 5, 19, -45, -1, -10, 86, 88, -13
O=C(CS(=O)(=O)c1ccccc1)N1CCCCCC1
 : -1.1, 2, 4, 16, -50, -1, -4, 105, 99, 9
CC(C)(C)OC(=O)NC(CCCCNC=O)C(=O)O (centres undefined)
 : -0.5, 6, 17, 5, -29, -1, -7, 98, 97, 0
Cc1ccccc1OCC(=O)O/N=C(\N)Cc1cccs1
 : 0.6, 3, -24, 18, 12, ., -13, 88, 83, -7
Cc1cc(NC(=O)CSc2nc(-c3cccs3)cc(C(F)(F)F)n2)no1
 : -1.1, 8, -13, 6, -45, -1, -7, 18, 21, 0
COc1ccc(CC(=O)Nc2ccc3c(c2)OCO3)cc1S(=O)(=O)N1CCOCC1
 : -2.2, -1, 5, 4, -32, 0, -4, 77, 77, -4

Next compounds follow.
Second line of a record: MRP-1 activ, NPY Y2 blocker, E-sel TNF inh, Measles CPE, Yeast growth inh, Phagocytosis inh, Yeast lifespan up, HCT116 PTEN-null, HCT116 bCat-KO, GALR2 antag
N#CCCN1CCN(Cc2cc(-c3ccccc3)ccc2O)CC1
 : -3.0, 3, 9, 5, -34, -1, -1, 87, 84, -7
CCOC(=O)c1c(C)c(C(=O)N2CCc3ccccc3C2)c(C)n1CC
 : -4.1, 5, ., 14, -26, -2, -5, 51, 55, -12
CN(Cc1ccccc1)c1nc(-c2cccc([N+](=O)[O-])c2)nc2ccccc12
 : -1.8, -2, -1, 20, -42, -11, -3, 73, 74, 0
COc1cccc2c1OC[C@@H](CO)[C@H]2N(C)C(=O)Nc1ccccc1
 : -0.5, 0, ., 3, -3, ., -7, 86, 94, 2
Cc1ccc(-c2cc(C(=O)N/N=C/c3c(C)nn(-c4ccccc4)c3C)n[nH]2)s1
 : 1.6, 0, ., 15, -38, 12, -4, 22, 24, 14
CCc1ccc(C(C(=O)NCCOC)N(C(=O)Cn2nnc3ccccc32)c2cccnc2)cc1 (centres undefined)
 : -3.6, -1, -2, 5, -12, ., ., 82, 102, 6
CCc1ccc(-c2csc(NC(=O)COC(=O)CCc3nc4ccccc4s3)n2)cc1
 : 2.1, 5, -11, 5, -20, -10, 0, 92, 84, -1
CCOc1c2ccc(C(=O)NCCCCc3ccccc3)cc2nn1CC
 : -1.4, 5, -14, 5, -24, ., -8, 95, 88, -9
Cc1cccc(OCC(=O)N/N=C/c2cn[nH]c2-c2ccc(Cl)c(Cl)c2)c1
 : 0.5, -2, -23, 10, -54, -3, -17, 64, 67, -8
